Bioassay records from PubChem BioAssay.
Bim-Mcl-1 – human Bim-Mcl-1 interaction inhibition | inhibition, % at 10 µM | Q07820 | 0.1% of 190,000 active | AID 1009 | Bead-based flow cytometry, Bim peptide-Mcl-1 binding;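 note: 0% = no compound tracer wells and 100% = peptide blocker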
Bim-Bcl-XL – inhibitors of Bim-Bcl-XL interaction, human; inhibition, % at 10 µM; 0.04% of 190,000 active; Q07817; Bim peptide-Bcl-XL binding, bead flow cytometry, fluorescence; AID 1007
Target sequence (Q07817 whole entry, looked up): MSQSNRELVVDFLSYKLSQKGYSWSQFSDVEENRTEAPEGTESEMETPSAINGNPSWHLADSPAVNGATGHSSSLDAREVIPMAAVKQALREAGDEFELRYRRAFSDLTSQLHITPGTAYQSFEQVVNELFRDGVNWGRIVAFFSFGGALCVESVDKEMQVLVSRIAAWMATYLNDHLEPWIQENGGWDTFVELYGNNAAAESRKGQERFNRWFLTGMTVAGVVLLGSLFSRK
Bfl-1 Bim block – inhibitors of Bim-Bfl-1 interaction, human | Q16548 | Bead-based flow cytometry, Bim-Bfl-1 binding inhibition | inhibition, % at 10 µM | 0.12% of 190,000 active | AID 1008;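 note: 0% = wells without compound plus tracer and 100% = blocker peptide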
RGS4-Gao reg – modulates binding of RGS4 to human Galphao | Multiplexed bead flow cytometry; actives lie on both sides | binding response (% of control), % at 10 µM | 0.33% of 220,000 active | AID 1415; in the data active = binding response below about 49% or above about 150%; inactive = in between;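 note: fluorescent Galphao activated with aluminum fluoride binding bead-coupled RGS4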
Bcl-2 Bim block – human Bim-Bcl-2 interaction inhibition | P10415 | 0.06% of 190,000 active | inhibition, % at 10 µM | Bead-based flow cytometry, Bim peptide-Bcl-2 binding | AID 950; in the data active = inhibition above about 40%; inconclusive = no clear call, values can overlap the other calls;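 note: 0% = no compound wells with probe peptide and 100% = reference peptide inhibitor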
Target sequence (P10415 whole entry, looked up): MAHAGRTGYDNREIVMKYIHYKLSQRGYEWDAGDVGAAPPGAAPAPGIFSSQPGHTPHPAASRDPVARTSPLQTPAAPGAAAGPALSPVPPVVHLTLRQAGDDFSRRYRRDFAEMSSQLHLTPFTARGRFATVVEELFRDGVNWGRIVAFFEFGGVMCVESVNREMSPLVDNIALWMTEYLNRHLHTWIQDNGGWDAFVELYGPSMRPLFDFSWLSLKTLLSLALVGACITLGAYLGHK
RGS8-Gao – modulates binding of RGS8 to human Galphao; P09471; multiplexed bead flow cytometry; actives lie on both sides; response (percent of control binding), % at 10 µM; 0.34% of 220,000 active; in the data active = response below about 60% or above about 140%; inactive = in between;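 note: Galphao activated as the GDP aluminium fluoride complex binding bead-coupled RGS8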
RGS7-Gao reg – regulators of human RGS7-Galphao interaction. P09471. Multiplexed bead flow cytometry, RGS7-Galphao binding; actives lie on both sides. binding response (% of control), % at 10 µM. 0.35% of 220,000 active; in the data active = binding response below about 49% or above about 150%; inconclusive = no clear call, values can overlap the other calls; inactive = in between;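 note: fluorescent Galphao held in activated GDP-AlF4 state binding bead-coupled RGS7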
Bcl-B Bim block – disrupts Bim peptide binding to human Bcl-B. AID 951. Q9HD36. inhibition, % at 10 µM. bead-based flow cytometry. 0.073% of 190,000 active;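 note: 0% = tracer peptide without compound and 100% = reference inhibitor peptide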
Target sequence (Q9HD36 whole entry, looked up): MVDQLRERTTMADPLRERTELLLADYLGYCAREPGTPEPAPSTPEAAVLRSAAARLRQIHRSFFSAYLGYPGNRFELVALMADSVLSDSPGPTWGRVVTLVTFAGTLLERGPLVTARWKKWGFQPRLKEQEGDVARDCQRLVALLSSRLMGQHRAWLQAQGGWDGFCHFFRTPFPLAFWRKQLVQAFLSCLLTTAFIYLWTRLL
Mcl1 Noxa PPI – disrupts binding of human Mcl-1 to Noxa peptide | inhibition, % at 21.7 µM | Q07820 | 1.5% of 220,000 active | TR-FRET Mcl-1/Noxa peptide binding, 2 h;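 active = compounds that cut the protein-peptide binding signal by more than 50% relative to plate controls in a single-dose test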;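 note: His-tagged Mcl-1 with rhodamine Noxa BH3 peptide and terbium anti-His antibody; 0% = Mcl-1 plus Noxa peptide wells and 100% = peptide-only wells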
Bcl-W Bim block – disrupts Bim peptide binding to human Bcl-W | Q92843 | bead-based flow cytometry | inhibition, % at 10 µM | 0.02% of 190,000 active | AID 952;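 note: 0% = bound tracer without compound and 100% = peptide blocker; higher means less fluorescent Bim peptide bound to Bcl-W beads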
Target sequence (Q92843 whole entry, looked up): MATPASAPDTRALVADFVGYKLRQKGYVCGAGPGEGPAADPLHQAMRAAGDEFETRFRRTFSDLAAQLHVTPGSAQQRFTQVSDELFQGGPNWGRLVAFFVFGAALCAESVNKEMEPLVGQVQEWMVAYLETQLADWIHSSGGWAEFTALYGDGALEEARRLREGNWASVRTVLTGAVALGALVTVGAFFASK
Mcl1-Bid inh – Mcl-1/Bid interaction inhibition; TR-FRET Mcl-1/Bid-Dy647 peptide binding, 1536-well; inhibition, % at 21.7 µM; 0.97% of 220,000 active;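 active = compounds that cut the binding signal by more than half at the single screening dose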;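 note: His-tagged Mcl-1 with europium anti-His antibody binding Bid BH3 peptide; 0% = Mcl-1 plus peptide wells and 100% = peptide-only wells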
Active calls of the source: *; u = inconclusive; x = no result given. Cut-off read from the data, not from the text of the source, unless noted: active = inhibition above about 40%.

Preview (two entries):
cpd	SMILES	Bim-Mcl-1	Bim-Bcl-XL	Bfl-1 Bim block	RGS4-Gao reg	Bcl-2 Bim block	RGS8-Gao	RGS7-Gao reg	Bcl-B Bim block	Mcl1 Noxa PPI	Bcl-W Bim block	Mcl1-Bid inh
1	CCOc1ccc(C(=O)Nc2cnn(Cc3ccc(Cl)c(Cl)c3)c2)cc1	0	0	-3	101	-7	99	93	0	29	-1	11
2	CCOc1ccc(NS(=O)(=O)c2ccc(NC(=O)[C@@H]3CCCC[C@@H]3C(=O)O)cc2)cc1	-2	-6	-11	102	-7	100	103	-5	3	-3	3

All compounds of this part, repeating the preview:
cpd	SMILES	Bim-Mcl-1	Bim-Bcl-XL	Bfl-1 Bim block	RGS4-Gao reg	Bcl-2 Bim block	RGS8-Gao	RGS7-Gao reg	Bcl-B Bim block	Mcl1 Noxa PPI	Bcl-W Bim block	Mcl1-Bid inh
1	CCOc1ccc(C(=O)Nc2cnn(Cc3ccc(Cl)c(Cl)c3)c2)cc1	0	0	-3	101	-7	99	93	0	29	-1	11
2	CCOc1ccc(NS(=O)(=O)c2ccc(NC(=O)[C@@H]3CCCC[C@@H]3C(=O)O)cc2)cc1	-2	-6	-11	102	-7	100	103	-5	3	-3	3
3	CCc1c(C(=O)Nc2ccccc2)c(C)[nH]c(=S)c1C#N	0	1	11	99	-1	69	102	-15	25	-1	-100
4	CC(=O)NCC(=O)N[C@@H](CC(=O)OCc1ccccc1)C(=O)OCc1ccccc1	x	x	x	93	x	94	u	x	9	x	-22
5	O=C(NNC1=C(C(=O)C(F)(F)F)CCC1)c1ccccc1O	-1	-1	-13	98	-7	102	89	-8	13	0	-12
6	COc1ccccc1N1CCN(CC(=O)Nc2cc(F)ccc2C)CC1	1	-4	-11	100	-7	99	98	-6	-2	4	-65
7	Cc1cc(C)n(CC(=O)NCc2cc(-c3nn(C)c(=O)c4ccccc34)ccc2C)n1	-3	-5	-18	99	-14	100	100	-7	-9	3	14
8	CCO[C@@H]1OC(C(=O)NC2CC2)=C[C@H](C2CC2)[C@H]1CCCO	x	x	x	99	x	97	u	x	-13	x	-55
9	Cc1ccccc1OCC(=O)Nc1ccc2c(c1)COC2=O	-8	-13	-5	103	-8	115	105	-10	9	-3	-8
10	COc1ccc(-n2nnnc2SCC(=O)Nc2ccccc2N2CCOCC2)cc1OC	-7	2	-4	98	0	100	102	-2	12	2	-15
11	COC(=O)c1cc(-c2ccc(OC)c(OC)c2)on1	0	-4	-8	111	-4	99	109	-7	26	-4	1
12	CC(=O)Nc1ccc(NC(=O)Nc2ccc(C)c(C)c2)cc1	-1	-1	-6	97	-4	98	101	-4	3	-3	-2
13	COc1ccc(OCC(=O)OC2CCN(C)CC2)cc1	0	-4	-10	102	-6	101	99	-3	9	2	-6
14	CC(C)CC(=O)NC(=S)Nc1sc2c(c1C(N)=O)CCC2	0	-1	-3	103	1	101	u	-2	15	-2	-28
15	COc1cccc(-c2nc(CS(=O)(=O)CC(=O)N3CCc4ccccc4C3)c(C)o2)c1	5	0	-8	92	-5	91	91	-2	25	1	-27
16	NS(=O)(=O)c1ccc2c(c1)C1C=CCC1C(C1CC=CCC1)N2 (centres undefined)	1	-1	21	97	3	99	94	0	22	4	-29
17	CC(C)Nc1nc(NC(C)C)nc(N(C)N)n1	3	0	-8	97	-2	98	95	-2	-15	2	-74
18	CCc1ccc2[nH]c3nc(SCc4nnc(-c5ccc(C)cc5)o4)nnc3c2c1	-8	-9	-9	108	-7	106	103	-13	2	-11	12
19	CCC(C)C(=O)Nc1nc(-c2ccc3c(c2)NC(=O)CO3)cs1 (centres undefined)	-1	-3	0	102	-4	100	107	-2	28	0	-11
20	COc1ccc(Cc2nnc(SCc3nc4ccccc4c(=O)[nH]3)o2)cc1	0	-4	-14	92	-4	94	94	-5	0	-2	-17
21	CCCCOC(=O)c1ccc(NC(=S)N2CCN(c3ncc4c(=O)c(C(=O)O)cn(CC)c4n3)CC2)cc1	x	x	x	99	x	101	u	x	3	x	-55
22	C/C(=N\Nc1nc2ccccc2[nH]1)c1ccc(Cl)s1	-1	-6	-9	91	-5	98	91	-9	-15	-6	-107
23	Cc1[nH]c(=S)c(C#N)c(C)c1CCC#N	x	x	x	101	x	97	u	x	14	x	-137
24	CC(C)(C)c1cc(C(=S)N2CCN(CCO)CC2)cc(C(C)(C)C)c1O	-12	-1	9	92	-10	95	116	-46	23	-4	-23
25	O=C(CCSc1ccc(Cl)cc1)N1CCN(c2ccc(O)cc2)CC1	x	x	x	100	x	98	u	x	47	x	-36
26	O=C(Nn1cnc2ccccc2c1=O)c1ccc([N+](=O)[O-])cc1	0	0	-8	101	0	104	101	-6	2	-3	-4
27	O=C(Cn1nnc(-c2ccccc2NC(=O)c2ccccc2)n1)Nc1ccc2c(c1)OCCO2	-2	-1	-3	104	-3	101	102	-1	-7	-5	6
28	Clc1cccc(N2CCN(Cc3nnc(-c4ccccc4)o3)CC2)c1	0	0	-4	100	-2	99	u	-2	15	-1	-35
29	Cc1ccc(NC(=O)N2CCCN(Cc3ccc(F)cc3)C2)cc1C	1	1	-1	100	0	104	102	1	9	0	-33
30	COc1cccc(/C=C2\SC(=S)N(N3CCOCC3)C2=O)c1OC	-3	-7	-3	101	-3	105	100	-5	-9	-2	-42

As entered above:
COc1ccccc1N1CCN(CC(=O)Nc2cc(F)ccc2C)CC1 in Bcl-B Bim block: -6
COc1ccc(Cc2nnc(SCc3nc4ccccc4c(=O)[nH]3)o2)cc1 in Mcl1-Bid inh: -17
Cc1ccc(NC(=O)N2CCCN(Cc3ccc(F)cc3)C2)cc1C in RGS4-Gao reg: 100
C/C(=N\Nc1nc2ccccc2[nH]1)c1ccc(Cl)s1 in Bim-Bcl-XL: -6

Next section.
cpd	SMILES	Bim-Mcl-1	Bim-Bcl-XL	Bfl-1 Bim block	RGS4-Gao reg	Bcl-2 Bim block	RGS8-Gao	RGS7-Gao reg	Bcl-B Bim block	Mcl1 Noxa PPI	Bcl-W Bim block	Mcl1-Bid inh
31	Cc1cc(C(=O)CSc2nnc(-c3ccc(Cl)cc3)n2CC2CCCO2)c(C)n1C (centres undefined)	0	-1	5	97	0	90	94	0	28	1	-24
32	Cc1occc1C(=O)NNC(=O)c1ccc(Br)o1	0	-2	-4	102	-1	100	u	-3	-3	-1	-14
33	CCn1cc(CNC(=O)CSc2nc(-c3ccc(OC)c(OC)c3)cc(C(F)(F)F)n2)c(C)n1	-5	-6	-10	94	-1	99	94	-9	31	-4	-15
34	CCn1c(C(=O)O)c(CC(=O)NC2CCCCCC2)c2ccccc21	-1	-1	-4	107	-3	104	108	-1	10	-2	-6
35	Nc1nc(NCCO)nc(NCC2CCCO2)c1[N+](=O)[O-] (centres undefined)	-2	-6	-9	101	0	102	105	-8	8	-2	-28
36	CC(=O)c1ccc(-n2nnnc2SCC(=O)Nc2sc(C)c(C)c2C#N)cc1	-1	-2	-6	93	-8	105	97	-5	65*	-4	57*
37	C/C(=N/NC(=O)CCc1ccccc1)c1ccco1	1	0	-2	90	0	95	87	-1	14	0	-28
38	CCOc1cc(C(=S)N2CCCCC2)ccc1OS(=O)(=O)c1ccc(Br)cc1	0	0	3	102	-1	100	98	-5	3	0	-69
39	COc1ccccc1Nc1nc(N)nc(CSC(=S)N2CCCCC2)n1	x	x	x	100	x	101	u	x	8	x	-86
40	COCCOCCn1c(CCCO)nc2ccccc21	-3	-8	-17	100	-9	98	96	-8	0	-3	-2
41	CCOC(=O)C(NC(=O)C1CCCN1C(=O)OCc1ccccc1)C(=O)OCC (centres undefined)	-3	-3	-6	97	-5	98	99	-4	5	-1	-1
42	CCOC(=O)N1CCN(c2c(NCc3ccc(N(C)C)cc3)c(=O)c2=O)CC1	0	-2	-9	95	-4	98	97	-5	12	1	-34
43	Cc1cccc(C)c1NS(=O)(=O)c1ccc(OCCNS(C)(=O)=O)cc1	-2	-5	-4	84	-1	89	84	-5	14	-1	-20
44	Cc1ccc(NC(=O)CNC(=O)c2cccs2)cc1S(=O)(=O)Nc1ccc(Cl)cc1	-3	-7	-3	97	-2	99	98	-3	12	-2	4
45	CCC(C)C(=O)Nc1ccc(OC)cc1[N+](=O)[O-] (centres undefined)	-5	-7	0	108	2	109	107	-5	15	-3	-8
46	CCCN(CCC)c1nc(N)c(C#N)c(CC#N)c1C#N	3	-5	-7	101	-3	100	96	-5	22	1	-20
47	CCOc1ccc2ccccc2c1/C=N/NC(=O)CNC(=O)C(c1ccccc1)c1ccccc1	-2	-7	-13	101	-8	104	101	-9	12	-2	7
48	CCOC(=O)c1[nH]c(C)c(C(=O)NCCCOC(C)C)c1C	1	-1	-12	105	-2	105	103	-5	-7	5	-24
49	O=C(CN(c1ccc(F)cc1)S(=O)(=O)c1ccccc1)NCc1ccco1	-3	-7	-14	101	-13	101	99	-14	0	1	-30

3 compounds drawn at random from those above, as already listed:
cpd	SMILES	Bim-Mcl-1	Bim-Bcl-XL	Bfl-1 Bim block	RGS4-Gao reg	Bcl-2 Bim block	RGS8-Gao	RGS7-Gao reg	Bcl-B Bim block	Mcl1 Noxa PPI	Bcl-W Bim block	Mcl1-Bid inh
34	CCn1c(C(=O)O)c(CC(=O)NC2CCCCCC2)c2ccccc21	-1	-1	-4	107	-3	104	108	-1	10	-2	-6
28	Clc1cccc(N2CCN(Cc3nnc(-c4ccccc4)o3)CC2)c1	0	0	-4	100	-2	99	u	-2	15	-1	-35
9	Cc1ccccc1OCC(=O)Nc1ccc2c(c1)COC2=O	-8	-13	-5	103	-8	115	105	-10	9	-3	-8
